CHO-K1 Ca antag: nonselective inhibitor or artifact in parental CHO-K1 cells. actives 0.6% (n = 360,000). AID 602250. ATP-induced calcium, Fluo-8 fluorescence. inhibition, % at 3 µM;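 active = inhibition above a per-plate cutoff, the plate's mean sample inhibition plus 3 SD, cut at about 24% in these data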;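 note: 0% = DMSO plus EC80 ATP and 100% = DMSO alone without ATP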
TAAR1 antag: human TAAR1 antagonists, primary screen, Fluo-8 calcium fluorescence, CHO RD-HGA16 cells. Trace amine-associated receptor 1 (Homo sapiens), Q96RJ0. antagonist. inhibition, % at 3 µM. actives 1.5% (n = 360,000). AID 624466, 2012;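 active = inhibition above a per-plate cutoff, the mean inhibition of test compounds on that plate plus 3 SD, cut at about 49% in these data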;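 note: 0% = DMSO plus EC80 beta-PEA response and 100% = DMSO alone without agonist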
Target sequence (Q96RJ0 whole entry, looked up): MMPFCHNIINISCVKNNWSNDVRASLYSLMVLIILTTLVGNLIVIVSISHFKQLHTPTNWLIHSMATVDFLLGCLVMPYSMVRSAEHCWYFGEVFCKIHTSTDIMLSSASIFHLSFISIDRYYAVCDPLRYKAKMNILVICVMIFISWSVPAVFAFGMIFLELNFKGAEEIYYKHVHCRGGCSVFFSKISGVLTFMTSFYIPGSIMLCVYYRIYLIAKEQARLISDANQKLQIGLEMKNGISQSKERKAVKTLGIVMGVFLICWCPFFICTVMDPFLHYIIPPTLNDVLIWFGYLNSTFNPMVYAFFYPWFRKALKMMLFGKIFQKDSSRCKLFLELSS
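Test system: hTAAR1-expressing CHO RD-HGA16 cells, Gα16-coupled; Probe or stimulus: EC80 β-phenethylamine stimulus; Compound dosing: single nominal final test compound concentration of 3 µM; Timing: 140 s kinetic read after compound, 140 s after agonist; Signal: Fluo-8 calcium-sensitive fluorescence; Measure: % inhibition of agonist calcium response; Controls: DMSO and EC80 PEA controls.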
CHO parental Ca: ATP-evoked calcium signal inhibitors, parental CHO, primary screen, counter-screen for OX1R antagonist project, cell-based, fluorescence, Fluo-8 calcium dye | parental CHO-K1, ATP-induced calcium, Fluo-8 fluorescence | inhibition, % at 5.6 µM | actives 0.63% (n = 330,000) | AID 463079, 2010;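 active = inhibition above that plate's mean sample inhibition plus 3 SD, cut at about 26% in these data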;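 note: 0% = ATP-challenged DMSO wells and 100% = DMSO wells without ATP; some compounds past the cut are filed as inactive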
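test system = CHO parental line | reagent = ATP stimulus | measured by = intracellular calcium via Fluo-8 no-wash fluorescent dye | control set = ATP and no-ATP DMSO wells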
M1 antag: human M1 muscarinic receptor antagonists, primary screen, CHO-K1 cells, Fluo-8 calcium fluorescence, 1536-well; actives 1.3% (n = 360,000); inhibition, % at 3 µM; CHO-K1 hM1, ACh EC80 antagonist;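 active = percent inhibition above its own plate's cutoff, namely the mean of that plate's compound wells plus 3 SD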;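 note: peak over basal fluorescence ratio during 140 s after agonist addition; 0% = ACh EC80 plus DMSO and 100% = DMSO alone without agonist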
Target sequence (P11229 whole entry, looked up): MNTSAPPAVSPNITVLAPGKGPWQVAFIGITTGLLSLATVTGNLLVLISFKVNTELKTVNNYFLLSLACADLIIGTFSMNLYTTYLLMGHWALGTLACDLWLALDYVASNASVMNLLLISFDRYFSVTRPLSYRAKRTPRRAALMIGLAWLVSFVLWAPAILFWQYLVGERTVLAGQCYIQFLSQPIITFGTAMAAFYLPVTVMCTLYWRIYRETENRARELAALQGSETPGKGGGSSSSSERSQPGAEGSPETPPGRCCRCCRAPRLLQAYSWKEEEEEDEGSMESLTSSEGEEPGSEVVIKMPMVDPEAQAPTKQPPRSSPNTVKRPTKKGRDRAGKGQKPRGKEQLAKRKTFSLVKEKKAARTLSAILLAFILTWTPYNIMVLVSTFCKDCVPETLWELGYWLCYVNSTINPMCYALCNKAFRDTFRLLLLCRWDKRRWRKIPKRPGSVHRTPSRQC
M1 ag parental: counter-screen for M1 agonists: effect in parental CHO-K1 cells; Fluo-8 calcium fluorescence; scaled to maximal ATP response, vehicle zero; activation, % at 3 µM; actives 0.48% (n = 360,000); AID 602248, 2012; in the data active = activation above about 15%;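 note: untransfected CHO-K1 host cells lacking M1 receptor as counterscreen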
M1 PAM parental: nonselective calcium activators in parental CHO-K1 cells, primary screen, counter-screen for M1 PAM project, cell-based, Fluo-8 calcium fluorescence, full deck, 1536-well; ATP EC20; 0% at ATP EC20, 100% at ATP max; activation, % at 3 µM; actives 0.02% (n = 360,000);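 active = activation above the run cutoff, the mean activation of all test compounds plus 3 SD, cut at about 40% in these data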;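 note: peak over basal fluorescence ratio in a 140 s read after ATP addition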
CHRM1 PAM: human M1 muscarinic receptor positive allosteric modulators, primary screen, CHO-K1 cells, Fluo-8 calcium fluorescence, 1536-well. Muscarinic acetylcholine receptor M1 (Homo sapiens), P11229. activation, % at 3 µM. AID 588819, 2011. actives 0.088% (n = 360,000). CHO-K1 hM1, ACh EC20; 0% = ACh EC20, 100% = maximal ACh; in the data active = activation above about 19%, passing the limit was not always enough
TAAR1 agonist: human TAAR1 agonists, primary screen, Fluo-8 calcium fluorescence, CHO RD-HGA16 cells | vehicle wells 0%, saturating PEA agonist 100% | activation, % at 3 µM | actives 0.99% (n = 360,000);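 active = activation above the mean activation of all test compounds in the run plus 3 SD, cut at about 38% in these data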
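test system = CHO RD-HGA16 cells carrying human TAAR1 plus Gα16 | schedule = 17-24 h seeding, 75 min 37 °C dye, 30 min RT | compound dosing = 3 µM single concentration | control set = DMSO and PEA EC100 | replicates = n 1 | signal = Fluo-8 fluorescence, 5 s baseline then 140 s kinetic read | measure = percent activation vs PEA EC100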
M1 ag: human M1 muscarinic receptor agonists, primary screen, Fluo-8 calcium fluorescence, CHO-K1 cells, HTS; Muscarinic acetylcholine receptor M1 (Homo sapiens), P11229; CHO-K1 hM1, agonist mode; 0% DMSO, 100% acetylcholine EC100; activation, % at 3 µM; actives 0.33% (n = 360,000); AID 588814, 2011;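 active = activation above the run's mean compound activation plus 3 SD, cut at about 16% in these data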;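 note: peak over basal fluorescence ratio within a 140 s kinetic read after compound addition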
An asterisk follows results filed as active; / = no result given. Compounds as they come. About 4.4% of those tested had a hit in this group.

SMILES	CHO-K1 Ca antag	TAAR1 antag	CHO parental Ca	M1 antag	M1 ag parental	M1 PAM parental	CHRM1 PAM	TAAR1 agonist	M1 ag
O=C(O)c1ccc(CSc2nc3c(c(=O)[nH]2)CCC3)cc1	-7	-24	/	-13	0.2	16	0	2	-3
N#CC(c1ccc(Cl)cc1)c1ccc(Cl)nn1 (stereo unspecified)	-11	-3	-13	2	0.7	14	3	4	-2
C=CCc1cc(OC)ccc1OCCN(C)Cc1ccccc1	-14	-24	-18	24	0.4	5	-19	7	-8
CCCCC(=O)Nc1cccc(NC(=O)CC)c1	-16	1	-21	-11	0.2	18	7	2	-1
O=C(O)c1csc(Br)c1Br	5	-16	3	-5	1.8	16	5	6	-2
COC(=O)c1cc(S(=O)(=O)NCc2ccccc2OC)cn1C	4	12	-21	-3	3.4	-3	10	1	6
Cc1ccc(C)c(NC(=O)NNS(=O)(=O)c2ccc(C)c(C)c2)c1	-7	-32	-7	-9	2.3	6	14	2	4
COCCCN1C(=O)N(c2ccccc2)C(=O)C1CC(=O)Nc1ccccc1 (stereo unspecified)	8	-22	-24	-13	0.7	-16	7	3	-3
CCn1c(SCC(=O)Nc2ccccc2OC)nc(O)cc1=O	-8	-4	1	-18	4.6	15	15	17	-2
CCCCOc1ccc(OCCSc2nc3ccccc3n2CC(=O)O)cc1	5	1	-9	-15	-0.1	1	12	-2	-4
OC(CN1CCNCC1)Cn1c2ccccc2c2ccccc21 (stereo unspecified)	-3	-23	-5	24	6.8	-1	-12	7	-6
COc1cccc(C(=O)Nc2ccccc2N2CCN(C(=O)c3ccccc3)CC2)c1	7	44	-18	1	3.6	-11	-4	10	-5
N#C/C(=C\c1c(N2CCC(C(N)=O)CC2)nc2ccccn2c1=O)C(=O)NCc1ccco1	13	-11	-1	10	0.8	-11	-8	2	-4
O=C(Nc1ccccn1)c1csc2c1CCCC2	-3	0	-4	-8	0.1	9	14	6	-11
Cc1ccc(C)c(-c2nnc(NC(=O)c3ccc([N+](=O)[O-])o3)o2)c1	2	-10	8	-12	0.5	3	4	3	-3

(listing goes on)
SMILES	CHO-K1 Ca antag	TAAR1 antag	CHO parental Ca	M1 antag	M1 ag parental	M1 PAM parental	CHRM1 PAM	TAAR1 agonist	M1 ag
CN(CC(=O)Nc1ccccc1Cl)C(=O)CSc1nnc(-c2ccco2)o1	6	-10	-4	-4	0.4	-12	6	3	-6
Cc1ccc(CN2CCN(Cc3cnc(N4CCOCC4)s3)CC2CCO)o1 (stereo unspecified)	-9	10	4	-7	0.5	23	6	2	-9
CCOc1nc(-c2ccccc2O)nc2ccccc12	11	-40	-7	20	0.5	-11	-8	-1	-4
Cc1ccc(/C=C/C(=O)O)cc1S(=O)(=O)NCCCC(=O)O	0	5	1	13	0.1	6	-5	12	-2
COc1cccc(OC)c1NC(=O)Cc1nn(C)c(=O)c2ccccc12	0	0	10	-16	0.5	2	8	8	-1
Cc1cccc(N(Cc2ccccc2F)S(C)(=O)=O)c1	-9	-8	-5	-11	0.3	17	8	6	-6
O=C(Nc1ccccc1Cl)c1ccc2c(c1)N(Cc1ccc(F)cc1)C(=O)CS2=O (stereo unspecified)	-2	14	-14	-5	1.2	10	4	2	-3
COc1ccc(C(=O)Nc2cc(OC)c(Cl)cc2Cl)cc1	-20	-11	-33	-8	-0.1	17	13	4	-4
O=C(CNS(=O)(=O)c1ccccc1)N1CCN(C(=O)c2ccco2)CC1	-4	-9	12	1	0.9	-2	0	5	-4
O=c1nc(N2CCCCC2)nc2n1CCO2	-17	-11	-1	-8	0.5	19	6	7	-5
CNc1cc(F)nc(F)n1	10	8	-7	10	0.0	-9	-6	0	-2
CCOC(=O)c1[nH]c2cc(OC)c(OC)cc2c1NC(=O)c1nonc1C	3	2	-8	13	-0.1	8	-3	2	-4
CC[C@@H]1C=C(C(=O)O)[C@H](c2ccc(OC)c(OC)c2)N1S(=O)(=O)c1ccc(C)cc1	-4	2	-9	-8	0.5	4	6	1	-4
COc1ccc(-c2c(-c3ccc(OC)cc3O)nc(C)nc2C(F)(F)F)cc1	-2	-2	-14	-13	-0.3	-11	10	2	-4
CC(O)(c1ccc(F)c(F)c1)c1nc(-c2csc3ccccc23)cs1 (stereo unspecified)	-9	-1	/	-9	1.0	-3	-2	1	-3

Going on with the list:
SMILES	CHO-K1 Ca antag	TAAR1 antag	CHO parental Ca	M1 antag	M1 ag parental	M1 PAM parental	CHRM1 PAM	TAAR1 agonist	M1 ag
COc1ccc(C)cc1S(=O)(=O)N(C)CC(=O)N1CCCCC1	3	-14	-12	1	-0.2	1	0	11	-2
Cn1nc(C(F)(F)F)c(C(=O)Nc2cccc(Cl)c2)c1Cl	-11	11	-16	-9	0.2	14	10	1	-7
C#CCOCCOCCOCCNc1nc(N2CCN(C(=O)[C@H](CCCN=C(N)N)n3cc(C(N)[C@@H](C)CC)nn3)CC2)nc(N2CCN(C(=O)[C@H](CCCCN)n3cc([C@@H](N)CC(N)=O)nn3)CC2)n1 (stereo partly specified)	-8	-21	-8	1	0.6	2	5	10	-5
CCOc1cc(/C=N/Nc2nc(N3CCCCC3)nc(N3CCCCC3)n2)ccc1OC(=O)c1ccco1	-6	-11	-7	-7	0.5	10	9	7	-6
CC(C)C1Oc2ccccc2N(CC(=O)N(Cc2ccccn2)C2CC2)C1=O (stereo unspecified)	-5	16	-18	-14	0.3	20	6	2	-3
CCOC(=O)C1=C(C)OC(N)=C(C#N)C1c1ccc(C)s1 (stereo unspecified)	-8	-26	-5	-1	-0.2	16	2	2	-3
O=C(Nc1cccc(S(=O)(=O)N2CCCC2)c1)c1ccc2c(=O)n3c(nc2c1)CCCCC3	4	38	-15	13	9.7	13	-17	16	-5
CCOC(=O)c1ccccc1NC(=O)CN1C(=O)NC(C)(CCc2ccccc2)C1=O (stereo unspecified)	-9	-20	-30	13	1.3	-3	-1	2	-2
O=C(Nc1ccc2[nH]ncc2c1)c1ccccc1	-10	17	-1	-12	0.9	17	5	-2	-5
Cc1cc(OCCCC(=O)Nc2cccc(-n3cnnn3)c2)ccc1Cl	17	60*	32	34	14	-21	-17	7	1
CCOC(=O)C1=CN(Cc2ccco2)S(=O)(=O)N(C)C1c1ccc2ccccc2c1 (stereo unspecified)	-9	-1	-11	-3	0.0	0	0	3	-3
CCCCN(C=O)c1c(CC)nc2ccc(C(=O)N3CCN(C(=O)c4ccco4)CC3)cn12	-5	-2	/	-8	0.5	11	2	2	-10
NC1=NC(=O)/C(=C/C=C/c2cccs2)S1	-10	4	1	12	2.8	-11	-7	2	-2
CC1CCCN(C(=O)c2ccc(NS(=O)(=O)c3cccc([N+](=O)[O-])c3)cc2)C1 (stereo unspecified)	4	-4	-13	12	7.5	-14	-7	2	-2
Cc1c(-c2cccc(Cl)c2)nc2ccccc2c1C(=O)OCC(=O)N(C)C1CCS(=O)(=O)C1 (stereo unspecified)	-14	4	-32	4	1.8	20	3	16	-4

Continued; it opens with the 3 that closed the last part.
SMILES	CHO-K1 Ca antag	TAAR1 antag	CHO parental Ca	M1 antag	M1 ag parental	M1 PAM parental	CHRM1 PAM	TAAR1 agonist	M1 ag
NC1=NC(=O)/C(=C/C=C/c2cccs2)S1	-10	4	1	12	2.8	-11	-7	2	-2
CC1CCCN(C(=O)c2ccc(NS(=O)(=O)c3cccc([N+](=O)[O-])c3)cc2)C1 (stereo unspecified)	4	-4	-13	12	7.5	-14	-7	2	-2
Cc1c(-c2cccc(Cl)c2)nc2ccccc2c1C(=O)OCC(=O)N(C)C1CCS(=O)(=O)C1 (stereo unspecified)	-14	4	-32	4	1.8	20	3	16	-4
O=C(O)c1cccc(NC(=S)NC(=O)c2ccncc2)c1	4	-2	7	7	4.3	15	-11	2	-5
Cc1c(S(=O)(=O)NCc2ccccc2)c(=O)n(C)c(=O)n1C	-2	6	5	-8	0.1	3	13	-3	-1
CCS(=O)(=O)N1Cc2ccccc2CC1C(=O)Nc1nccs1 (stereo unspecified)	-2	-23	-13	-10	0.1	4	4	1	-5
CC(C)N(Cc1nccn1C)C(=O)CCc1nnc(CCCc2ccccc2)o1	-9	19	-9	-4	0.1	20	11	3	-11
O=C([O-])c1cc(-c2ccccc2)cc(-c2ccccc2)[n+]1CCc1ccc(Cl)cc1	-1	-10	/	28	0.7	-1	-16	9	-12
CCC(C)NC(=O)CNC(=O)c1nn(-c2ccc(OC)cc2OC)c(=O)c2ccccc12 (stereo unspecified)	-9	-8	-15	-10	0.5	17	7	1	-5
Cc1nn(C)cc1/C=N/NC(=O)C(C)(C)Oc1ccc(Cl)cc1	-15	-3	-17	-11	0.1	-1	6	3	-6
Cc1ccc(Cl)cc1NC(=O)C1COc2ccccc2O1 (stereo unspecified)	13	8	-11	-11	-0.4	4	8	5	-2
COc1ccc(/C=N/NC(=O)C(=O)N2CCCC2)cc1OC	10	-20	-4	2	-0.8	-13	-1	0	-4
COc1ccc(N(CC(=O)NCC2CCCO2)S(=O)(=O)c2ccc(C)cc2)cc1OC (stereo unspecified)	-16	-8	-20	-5	0.1	17	12	12	-2

From PubChem BioAssay
